# Source: PubChem (NMMLSC)
# Bim-Bcl-B = inhibitors of Bim-Bcl-B binding, primary screen, biochemical, multiplexed, human Bcl-2 family | Bcl-2-like protein 10 (Homo sapiens), Q9HD36 | bead-based flow cytometry, Bim peptide-Bcl-B binding | inhibition, % at 10 µM | actives 0.073% (n = 190,000) | AID 951, 2007;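 further: 0% = tracer peptide without compound and 100% = reference inhibitor peptide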
# Target sequence (Q9HD36 whole entry, looked up): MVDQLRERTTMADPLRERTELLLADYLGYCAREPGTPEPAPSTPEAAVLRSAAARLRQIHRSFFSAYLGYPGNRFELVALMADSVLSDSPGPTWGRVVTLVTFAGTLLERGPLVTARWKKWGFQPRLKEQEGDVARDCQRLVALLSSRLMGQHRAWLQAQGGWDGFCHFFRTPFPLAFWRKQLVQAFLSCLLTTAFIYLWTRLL
# Bim-Bcl-XL = inhibitors of Bim-Bcl-XL binding, primary screen, biochemical, multiplexed, bead flow cytometry, human Bcl-XL | Bcl-2-like protein 1 (Homo sapiens), Q07817 | Bim peptide-Bcl-XL binding, fluorescence | inhibition, % at 10 µM | actives 0.04% (n = 190,000)
# Target sequence (Q07817 whole entry, looked up): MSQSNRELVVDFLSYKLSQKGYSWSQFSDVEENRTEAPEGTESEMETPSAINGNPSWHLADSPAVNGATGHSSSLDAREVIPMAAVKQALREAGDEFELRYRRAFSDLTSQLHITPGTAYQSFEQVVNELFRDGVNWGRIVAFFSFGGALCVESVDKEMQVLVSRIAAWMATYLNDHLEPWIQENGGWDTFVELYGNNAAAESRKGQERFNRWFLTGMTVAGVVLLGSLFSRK
# Bfl-1 Bim block = inhibitors of Bim binding to Bfl-1, primary screen, biochemical, multiplexed, bead-based flow cytometry; Bcl-2-related protein A1 (Homo sapiens), Q16548; Bim-Bfl-1 binding inhibition; inhibition, % at 10 µM; actives 0.12% (n = 190,000); AID 1008, 2008;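 further: 0% = wells without compound plus tracer and 100% = blocker peptide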
# ABCB1 block = ABCB1 efflux pump inhibitors, primary screen, cell-based, multiplex, flow cytometry, ABCG2 counter-screen. AID 1326, 2008. inhibition, % at 6.6 µM. actives 0.067% (n = 190,000). CCRF-Adr cells, JC-1 efflux. ATP-dependent translocase ABCB1 (Homo sapiens), P08183; in the data active means inhibition above about 40%;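 further: 0% = vehicle and 100% = reference inhibitor; higher value means more JC-1 retained so stronger ABCB1 efflux block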
# Bcl-2 Bim block = inhibitors of Bim-Bcl-2 binding, primary screen, biochemical, multiplexed, human Bcl-2 family. actives 0.06% (n = 190,000). Bead-based flow cytometry, Bim peptide-Bcl-2 binding. inhibition, % at 10 µM. Apoptosis regulator Bcl-2 (Homo sapiens), P10415; in the data active means inhibition above about 40%; inconclusive means no clear call, values can overlap the other calls;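 further: 0% = no compound wells with probe peptide and 100% = reference peptide inhibitor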
# Bcl-W Bim block = inhibitors of Bim binding to Bcl-W, primary screen, biochemical, multiplexed, bead-based flow cytometry; Bcl-2-like protein 2 (Homo sapiens), Q92843; Bim peptide-Bcl-W binding; inhibition, % at 10 µM; actives 0.02% (n = 190,000);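 further: 0% = bound tracer without compound and 100% = peptide blocker; higher means less fluorescent Bim peptide bound to Bcl-W beads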
# Target sequence (Q92843 whole entry, looked up): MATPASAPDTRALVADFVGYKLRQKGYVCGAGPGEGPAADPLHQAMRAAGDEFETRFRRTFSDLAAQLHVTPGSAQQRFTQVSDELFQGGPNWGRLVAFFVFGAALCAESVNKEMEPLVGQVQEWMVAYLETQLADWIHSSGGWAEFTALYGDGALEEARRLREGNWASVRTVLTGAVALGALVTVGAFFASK
# RGS8-Gao = RGS8-Galphao binding modulators, primary screen, biochemical, multiplexed bead flow cytometry; AID 1423, 2008; response (percent of control binding), % at 10 µM; actives 0.34% (n = 220,000); actives lie on both sides; Guanine nucleotide-binding protein G(o) subunit alpha (Homo sapiens), P09471; in the data active means response below about 60% or above about 140%; inactive means in between;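 further: Galphao activated as the GDP aluminium fluoride complex binding bead-coupled RGS8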
# Target sequence (P09471 whole entry, looked up): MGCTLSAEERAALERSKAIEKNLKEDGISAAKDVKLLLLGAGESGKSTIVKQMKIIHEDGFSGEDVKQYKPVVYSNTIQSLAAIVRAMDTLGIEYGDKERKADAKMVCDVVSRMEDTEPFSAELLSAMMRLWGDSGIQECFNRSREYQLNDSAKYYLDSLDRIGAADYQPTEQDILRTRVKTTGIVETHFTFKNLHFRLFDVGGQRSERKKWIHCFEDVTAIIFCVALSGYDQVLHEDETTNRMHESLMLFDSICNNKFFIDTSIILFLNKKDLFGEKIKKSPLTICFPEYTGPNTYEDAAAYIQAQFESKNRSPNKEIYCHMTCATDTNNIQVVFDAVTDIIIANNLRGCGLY
# RGS4-Gao reg = modulators of RGS4 binding to Galphao, primary screen, biochemical, multiplexed bead flow cytometry. Guanine nucleotide-binding protein G(o) subunit alpha (Homo sapiens), P09471. actives lie on both sides. binding response (% of control), % at 10 µM. actives 0.33% (n = 220,000). AID 1415, 2008; in the data active means binding response below about 49% or above about 150%; inactive means in between;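 further: fluorescent Galphao activated with aluminum fluoride binding bead-coupled RGS4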
# RGS7-Gao = RGS7-Galphao binding modulators, primary screen, biochemical, multiplexed bead flow cytometry | actives lie on both sides | binding response (% of control), % at 10 µM | actives 0.35% (n = 220,000) | Guanine nucleotide-binding protein G(o) subunit alpha (Homo sapiens), P09471; in the data active means binding response below about 49% or above about 150%; inconclusive means no clear call, values can overlap the other calls; inactive means in between;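 further: fluorescent Galphao held in activated GDP-AlF4 state binding bead-coupled RGS7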
# Bim-Mcl-1 = inhibitors of Bim peptide binding to Mcl-1, primary screen, biochemical, bead-based flow cytometry, multiplex. Induced myeloid leukemia cell differentiation protein Mcl-1 (Homo sapiens), Q07820. AID 1009, 2008. actives 0.1% (n = 190,000). inhibition, % at 10 µM. Bim peptide-Mcl-1 binding;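 further: 0% = no compound tracer wells and 100% = peptide blocker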
# ABCG2 inh = ABCG2 efflux pump inhibitors, primary screen, multiplex with ABCB1, IgMXP3 cells, flow cytometry. Broad substrate specificity ATP-binding cassette transporter ABCG2 (Homo sapiens), Q9UNQ0. JC-1 efflux. inhibition, % at 6.6 µM. actives 0.1% (n = 190,000);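 active means inhibition above 80%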;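 further: 0% = DMSO and 100% = nicardipine control wells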
#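 Times: 10 min at 25 °C | Test system: Two drug-resistant human cell lines, ABCG2 and ABCB1 | Quantity: 3 million cells/mL final, two lines in 1:1 ratio | Signal: Flow cytometry, 530 nm JC-1 signal | Dosing: Compound at 6.6 µM | Controls: Nicardipine and DMSO wells | Reagent: JC-1 as fluorescent efflux pump substrate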
# Active calls of the source: *; ? = inconclusive; & = joins results of further samples. Unless noted, no stated cut-off is given here; in the data, active means inhibition above about 40%. Rows are unselected (roughly 0.94% active in at least one column).
SMILES,Bim-Bcl-B,Bim-Bcl-XL,Bfl-1 Bim block,ABCB1 block,Bcl-2 Bim block,Bcl-W Bim block,RGS8-Gao,RGS4-Gao reg,RGS7-Gao,Bim-Mcl-1,ABCG2 inh
Cc1ccccc1C1NC(=S)NC2=C1C(=O)CCC2 (stereo unspecified),-1,0,-4,0.1,-1,-3,101,103,110,0,4
COc1cccc(NC(=O)N2CCCC2C(=O)Nc2ccc3c(c2)OCCO3)c1 (stereo unspecified),-22,-5,6,0.2,-4,0,91,91,93,-3,1
Cc1onc(-c2ccccc2Cl)c1C(=O)N1CCN(c2ncccn2)CC1,-4,-1,-5,0.6,0,-3,101,101,100,-1,1
O=S(=O)(Cc1ccccc1)N1CCc2ccccc2C1,-6,-3,0,0.1,0,-3,100,100,101,-3,0
COc1cc(N2CCCC2)c(OC)cc1C=O,5,3,0,0.3,6,3,102,101,106,0,2
CCOC(=O)N1CCC(N2C(=O)c3ccccc3C2Nc2ccccc2C)CC1 (stereo unspecified),-6,-2,-12,2.7,-11,-2,102,100,99,-1,12
Cc1cc(C(=O)COC(=O)c2ccc(O)cc2)c(C)n1CCc1ccc(F)cc1,-3,0,-6,0.6,-4,-1,103,103,99,-1,7
c1csc(-c2nnc(NC3CCCCC3)c3ccccc23)c1,-11,-8,-8,0.0,-7,-6,99,104,99,-2,15
Cc1ccc(S(=O)(=O)/C=C2\NC(=O)CS2)cc1,-8,-4,-15,-0.1,-5,0,96,98,97,-4,-3
CCOC(=O)COc1ccc(S(=O)(=O)Nc2ccc3c(c2)OCCO3)cc1,-4,-3,-13,-0.6,-8,0,105,100,100,2,2
C#CCN1C(=O)S/C(=C\c2ccc(N3CCOCC3)cc2C)C1=O,-1,-1,-1,1.7,-4,-2,99,96,95,0,8
CCn1c(-c2csc3c2CCC(C)C3)n[nH]c1=S (stereo unspecified),-13,-11,-13,-0.3,-9,-10,101,98,99,-7,-1
CSc1cccc(NC(=S)N(Cc2ccccc2)Cc2ccccn2)c1,-4,-2,-3,0.0,-2,0,100,105,100,-3,6
COc1cc(OC)cc(C(=O)NC(=S)NCc2ccco2)c1,-5,-2,-2,1.0,-3,-4,98,96,100,-7,7
O=C(OCC(O)CN1CCCCC1)C12CC3CC(CC(C3)C1)C2 (stereo unspecified),0,-2,1,0.2,2,1,105,113,113,-1,1
COC1=C(Nc2ccccc2)C(=O)c2ccccc2C1=O,0,-3,3,0.2,0,-5,87,81,77,-8,2
O=C(c1cc(S(=O)(=O)N2CCOCC2)ccc1F)N1CCN(Cc2ccccc2)CC1,-2,0,0,0.7,3,-3,102,105,103,0,2
Cc1ccc(Cn2cc(SCC(=O)Nc3nccs3)c3ccccc32)cc1,-8,-3,-11,0.5,-10,1,97,97,99,-2,2
Cc1cc(C)nc(N/N=C/c2ccccc2OCc2cccc(Br)c2)n1,-3,2,4,1.8,1,1,112,122,120,0,15
COc1ccc(CN(CC2CCCO2)C(=O)c2cc3sccc3n2C)c(OC)c1 (stereo unspecified),-3,-3,-4,1.3,-1,-4,103,99,95,1,1
COC(=O)c1ccsc1NC(=O)C1COc2ccccc2O1 (stereo unspecified),-2,-1,-8,0.1,-12,0,100,100,103,1,1
CCC(c1nnnn1Cc1ccco1)N(CCc1ccccc1)Cc1cc2cccc(C)c2[nH]c1=O (stereo unspecified),-6,-2,-10,6.3,-9,0,95,98,97,0,8
O=C1[C@@H]2C(Cc3ccc(O)cc3)NC3(C(=O)Nc4ccc(F)cc43)[C@@H]2C(=O)N1c1ccccc1 (stereo partly specified),0,0,2,-0.1,-2,0,96,97,96,0,0
CCOC(=O)C1(Cc2ccccc2Cl)CCN(S(=O)(=O)N(C)C)CC1,-4,-6,1,0.9,-3,-3,100,97,101,-7,2
COc1ccc(Nc2cc(C)nc3ncnn23)c(OC)c1,-7,-6,-11,0.2,-6,0,100,96,93,-3,2
COC(=O)c1cc(NCc2c(F)cccc2Cl)ccc1N1CCOCC1,-4,-7,-5,0.1,-3,-5,94,100,102,-6,2
COc1ccccc1-c1nnc(NC(=O)OCC(C)C)s1,0,0,-1,0.6,-4,-1,84,94,92,-1,5
O=C1COc2ccc(C(=O)COC(=O)CCc3ccc(S(=O)(=O)N4CCOCC4)cc3)cc2N1,-3,-3,-5,0.3,-1,8,98,101,96,-1,3
Nc1nc(SCC(=O)Nc2cccc(S(=O)(=O)N3CCCCCC3)c2)n[nH]1,-2,-1,-8,-0.5,-1,0,100,98,99,0,5
COc1ccccc1CNC(=O)C1CC(c2c(Cl)cccc2Cl)=NO1 (stereo unspecified),-1,-1,0,0.1,-1,-2,93,96,99,-3,1
O=c1[nH]nc(CNc2ccc(Cl)cc2Cl)c2ccccc12,-6,-2,-4,1.4,-3,-3,101,104,?,-2,17
C=CCc1cc(OC)ccc1OCC(O)CN1CCN(c2ccc(OC)cc2)CC1 (stereo unspecified),-6&-7,0&-3,-8&-1,1.9&0.7,-5&0,0&-1,104&104,100&105,99&106,0&0,3&1
CSc1ccc(/C=N/Nc2cccc(C(=O)O)c2)cc1,0,0,-6,-0.8,-5,0,94,103,90,-1,-2
Cc1c(Cl)c([N+](=O)[O-])nn1CCCC(=O)O,-2,0,-2,0.8,-3,1,102,99,?,0,1
C=CCOc1cccc(C2/C(=C(/O)c3ccc(Cl)cc3)C(=O)C(=O)N2CCN2CCOCC2)c1 (stereo unspecified),-2,0,-13,0.7,-9,1,100,100,99,-3,2
CC(C)CC(=O)N1CCN(S(C)(=O)=O)CC1,-2,-5,-1,-0.2,-1,-2,100,96,92,0,0
CC(C)CNC(=O)COC(=O)/C=C/c1ccco1,-4,-3,2,0.2,0,0,96,98,98,-1,1
Cc1ccc(C)c(NC(=O)C2CC(Cl)=CCC2C(=O)O)c1 (stereo unspecified),-3,-2,-3,0.9,-6,0,98,101,100,1,2
CC(=O)NNc1nc(-c2ccccc2)cs1,-29,-6,1,-0.6,0,-6,102,102,105,-4,-1
NC(=O)C1CC(=O)N(c2ccc(OCc3ccccc3Cl)cc2)C1 (stereo unspecified),-5,-4,-7,-1.0,-7,0,100,97,98,-3,-2
CCOc1cc(C(=O)N2CCN(c3ccccc3)CC2)cc(OCC)c1OCC,0,-16,0,-0.8,0,-2,90,101,101,-1,-6
COc1ccc(OC)c(C(c2nnnn2C2CCCC2)N2CCN(c3ccccc3F)CC2)c1 (stereo unspecified),-8,-1,-1,0.8,-4,0,101,103,100,0,0
CCc1cc(-c2[nH]ncc2-c2ccc3c(c2)OCO3)c(O)cc1O,-15,-6,-5,0.1,-13,-14,118,110,104,-12,2
CCOc1cc(C2NC(=O)NC(c3ccccc3)=C2C(C)=O)ccc1OC(C)=O (stereo unspecified),2,2,-1,0.4,0,5,99,96,98,5,3
CC(C)c1onc(C(=O)N(C)Cc2ccccc2)c1[N+](=O)[O-],-2,-4,0,0.9,0,-5,74,89,87,-1,13
O=C(CC12CC3CC(CC(C3)C1)C2)Nc1ccccc1N1CCOCC1,-1,0,-5,1.1,-1,-3,100,98,96,0,3
CN(C)S(=O)(=O)Oc1cccc(C(=O)Nc2cccc(Cl)c2)c1,-3,-2,-3,0.7,-3,-3,100,97,98,-3,13
O=S(=O)(NC1=NCCC1)c1cccc(NS(=O)(=O)c2ccc(OC(F)(F)F)cc2)c1,4,2,9,0.7,2,0,107,102,103,-1,0
C=CCNC(=S)NNC(=O)c1ccc(OCC(C)C)cc1,-9,-3,-4,0.4,-4,1,97,95,96,-1,2
Cc1nn(C)cc1S(=O)(=O)N1CCN(Cc2ccccc2Cl)CC1,-1,5,4,0.2,8,3,96,94,90,9,-1
COC(=O)c1ccc(Oc2nc(Nc3ccc(F)cc3)nc(N3CCCC3)n2)cc1,-1,0,-6,1.2,-7,2,109,107,111,3,4
CN(C)N1C(N)=C(C#N)C(c2cccs2)C2=C1CCCC2=O (stereo unspecified),0,-3,-4,-0.7,-4,0,100,103,102,-1,11
COc1ccc(CC(=O)NC(C)c2nnc(SCC(=O)c3ccc(OC)cc3)n2C)cc1 (stereo unspecified),-5,-4,-5,-0.1,-1,-1,99,103,99,-3,1
Cc1c(Cl)c([N+](=O)[O-])nn1CCCC(=O)NC(C)c1ccccc1 (stereo unspecified),-5,-3,1,1.9,-2,2,107,106,107,0,12
Cc1nc(C(=O)Nc2ccc(F)cc2)nn1-c1ccc([N+](=O)[O-])cc1,-11,-4,-10,0.5,-8,-1,102,104,100,-3,12
CCN(CCCNC(=O)c1[nH]c(C)c(C(C)=O)c1C)c1cccc(C)c1,-1,0,2,-0.1,0,-4,101,103,105,-2,1
CN1CCc2cccc3c2[C@H]1Cc1ccc(O)c(O)c1-3,-6,17,37,-0.1,29,38,92,93,101,7,3
COC(=O)c1sc2nc3c(cc2c1N)CCCC3,-1,-1,-6,0.4,-1,-2,102,102,102,0,2
CN1C(=S)SC(C)(C)C1N(O)C(=O)Nc1ccc(Cl)cc1 (stereo unspecified),-2,0,-2,1.3,0,-1,102,102,108,2,19
FC(F)Sc1ccc(NC(=S)NC(c2ccccc2)c2ccccc2)cc1,-6,-6,-6,0.3,-8,-2,105,103,104,0,1

# Of the compounds above, these have a COOH group.
SMILES,Bim-Bcl-B,Bim-Bcl-XL,Bfl-1 Bim block,ABCB1 block,Bcl-2 Bim block,Bcl-W Bim block,RGS8-Gao,RGS4-Gao reg,RGS7-Gao,Bim-Mcl-1,ABCG2 inh
CSc1ccc(/C=N/Nc2cccc(C(=O)O)c2)cc1,0,0,-6,-0.8,-5,0,94,103,90,-1,-2
Cc1c(Cl)c([N+](=O)[O-])nn1CCCC(=O)O,-2,0,-2,0.8,-3,1,102,99,?,0,1
Cc1ccc(C)c(NC(=O)C2CC(Cl)=CCC2C(=O)O)c1 (stereo unspecified),-3,-2,-3,0.9,-6,0,98,101,100,1,2

# Already shown: entries from further up.
SMILES,Bim-Bcl-B,Bim-Bcl-XL,Bfl-1 Bim block,ABCB1 block,Bcl-2 Bim block,Bcl-W Bim block,RGS8-Gao,RGS4-Gao reg,RGS7-Gao,Bim-Mcl-1,ABCG2 inh
Cc1c(Cl)c([N+](=O)[O-])nn1CCCC(=O)NC(C)c1ccccc1 (stereo unspecified),-5,-3,1,1.9,-2,2,107,106,107,0,12
Cc1nc(C(=O)Nc2ccc(F)cc2)nn1-c1ccc([N+](=O)[O-])cc1,-11,-4,-10,0.5,-8,-1,102,104,100,-3,12
